Bioassay records deposited in PubChem by several laboratories.
Fluor 339 460 = intrinsic fluorescence of library compounds, ex339/em460 – biochemical, MLSMR library, data from DPM-DC assay, artefact control, profiling panel; compound autofluorescence, ex339/em460 nm, NADH buffer; active compounds read high; 1 = no-compound wells, NADH background; fluorescence fold increase at 10 µM; hit rate 5.5% among 65,000; AID 709;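 active = at 10 µM, mean starting fluorescence two-fold or more over control wells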;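 also: signal is the first read of a kinetic run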
RORA act = activates the human nuclear receptor RORA; hit rate 1.5% among 65,000; P35398; activation, % at 10 µM; AID 560; CHO-K1 Gal4-RORA LBD luciferase reporter, luminescence; percent increase over mock-subtracted basal signal;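 active = activation above the mean of all tested compounds plus 3 SD, cut at about 49% in these data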;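 also: 0% = DMSO-treated RORA cells and 100% = added signal equal to DMSO minus mock-transfected cells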
Target sequence (P35398 whole entry, looked up, the tested form may be a part): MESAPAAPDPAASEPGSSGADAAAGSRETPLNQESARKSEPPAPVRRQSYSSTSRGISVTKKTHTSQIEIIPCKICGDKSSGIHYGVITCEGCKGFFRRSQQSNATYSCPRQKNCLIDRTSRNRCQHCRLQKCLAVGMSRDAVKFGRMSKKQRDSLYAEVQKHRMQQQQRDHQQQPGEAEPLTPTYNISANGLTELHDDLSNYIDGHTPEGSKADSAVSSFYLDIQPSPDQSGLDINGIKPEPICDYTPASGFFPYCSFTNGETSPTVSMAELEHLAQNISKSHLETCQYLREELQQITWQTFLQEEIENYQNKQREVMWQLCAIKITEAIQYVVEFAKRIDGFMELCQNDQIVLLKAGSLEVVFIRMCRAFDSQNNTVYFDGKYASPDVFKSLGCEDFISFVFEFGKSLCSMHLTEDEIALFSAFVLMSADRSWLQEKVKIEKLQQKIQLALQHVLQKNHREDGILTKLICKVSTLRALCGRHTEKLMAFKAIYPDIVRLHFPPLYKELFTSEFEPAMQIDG
tolC growth inh = blocks growth of E. coli BW25113 tolC mutant | OD615 | growth inhibition, % at 10 µM (by protocol) | hit rate 2.2% among 65,000 | AID 573;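 active = growth inhibition at or above a cutoff equal to the mean over every tested compound plus 3 SD, cut at about 60% in these data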;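 also: growth measured after 20 h incubation at 37 °C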
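Signal: optical density read at 615 nm; Assay system: E. coli ΔtolC::kan strain BW25113; Times: 20 h incubation with compound, 37 °C; Dosing: 10 µM final, single dose.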
Ec RNAP inh = inhibitors of Escherichia coli RNA polymerase | P0A8V2 | E. coli RNA polymerase, fluorescence transcription assay | inhibition, %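 (tested at 10 µM)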 | hit rate 0.2% among 62,000 | AID 559; in the data active = inhibition above about 20%;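 also: 0% = enzyme without compound and 100% = no enzyme blank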
M1 ag = M1 muscarinic receptor agonism; CHO-M1 cells, Fluo-4 calcium fluorescence, agonist mode; active compounds read high; AID 626; B-score at 10 µM; hit rate 3% among 64,000;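 active = fluorescence rise, raw or as B-score row- and column-corrected plate score, outside the 99.7% band of its plate's samples, either direction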
NADH enzymes = inhibitors of enzymes used to reach an NAD/NADH endpoint. IC50, µM (top dose mostly 10 µM), for inactives: at the top dose inhibition. AID 774. coupled PK/LDH NADH assays, four targets. hit rate 0.02% among 65,000;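 active = single-dose screening hits from any of four coupled enzyme assays that gave an IC50 when retested across doses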;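 also: the DPM-DC format reads NADH fluorescence rather than 340 nm absorbance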
M1 antag = blocks the rat M1 muscarinic receptor response to acetylcholine. hit rate 3.4% among 64,000. CHO-M1 cells, Fluo-4 calcium, ACh EC80 antagonist mode; active compounds read low. P08482. AID 628. B-score at 10 µM;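 active = calcium fluorescence response, raw or row-and-column corrected B-score, differing from the plate sample mean either way at a set confidence level, mostly lower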
Target sequence (P08482 whole entry, looked up): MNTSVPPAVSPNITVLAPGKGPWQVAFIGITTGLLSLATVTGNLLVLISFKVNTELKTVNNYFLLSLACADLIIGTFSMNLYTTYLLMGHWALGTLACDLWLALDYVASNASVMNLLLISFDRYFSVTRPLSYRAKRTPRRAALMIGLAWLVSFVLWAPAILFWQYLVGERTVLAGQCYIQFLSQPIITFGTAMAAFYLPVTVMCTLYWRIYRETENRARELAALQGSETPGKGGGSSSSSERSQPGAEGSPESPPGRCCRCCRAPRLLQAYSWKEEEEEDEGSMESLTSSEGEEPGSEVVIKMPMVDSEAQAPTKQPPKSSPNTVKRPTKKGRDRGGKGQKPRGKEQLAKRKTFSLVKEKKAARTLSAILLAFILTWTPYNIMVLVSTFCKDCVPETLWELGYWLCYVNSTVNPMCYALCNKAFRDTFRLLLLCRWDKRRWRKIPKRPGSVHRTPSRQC
SF1 activator = activators of human nuclear receptor SF-1; AID 522; CHO-K1 Gal4-SF-1 LBD luciferase reporter; % increase over DMSO SF-1-specific signal; Q13285; activation, % at 10 µM; hit rate 1.9% among 65,000;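 active = activation above the mean activation of all tested compounds plus 3 SD, cut at about 50% in these data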
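Test system: transient Gal4-SF-1 LBD reporter, CHO-K1; Amount: 4,000 CHO-K1 cells per well; Doses: 10 µM only; Timing: compound exposure 20 h at 37 °C; Signal: luciferase light emission; Read-out basis: percent activation relative to DMSO median and mock-transfected background; Control set: DMSO negative control and −SF1 background wells; Replicates: one test per compound.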
TNAP act mid DEA = activates human TNAP at intermediate phosphate acceptor concentration; P05186; purified TNAP, CDP-star luminescence, 100 mM DEA, 30 min; active compounds read high; scale: 0 levamisole-inhibited, 1 vehicle-only enzyme; activation factor at 20 µM; 64,000 tested, under 10 active; AID 813;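 active = activation factor of at least 2 at 20 µM, relative to controls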
* marks the source's active call; other numbers are inactive results; . = no result given; [ ] = another dose, or the depositor's remark.

Preview, four compounds:
SMILES	Fluor 339 460	RORA act	tolC growth inh	Ec RNAP inh	M1 ag	NADH enzymes	M1 antag	SF1 activator	TNAP act mid DEA
COc1cc(C2C(C(C)=O)=C(O)C(=O)N2CCc2ccc(OC)c(OC)c2)ccc1O (stereo not drawn)	1.07	8.1	-27.5	-2.4	-0.169	5.0%	0.532	-3.0	0.9
COC(=O)NCC1(C)CC(NC(=O)OC)CC(C)(C)C1 (stereo not drawn)	1.01	-16.3	-6.8	11.0	0.721	2.0%	0.786	6.6	0.9
Cc1ccc(Cn2nnc3c(=O)n(CC(=O)OCc4ccccc4)cnc32)cc1	1.11	-8.6	-1.8	.	0.376	7.0%	0.581	3.1	.
CC1(C)NC(=O)N(CC(O)CN2C(=O)NC(C)(C)C2=O)C1=O	1.08	-11.4	-27.6	3.6	0.344	2.0%	0.0132	8.3	0.9

This part in full, from the first entry:
SMILES	Fluor 339 460	RORA act	tolC growth inh	Ec RNAP inh	M1 ag	NADH enzymes	M1 antag	SF1 activator	TNAP act mid DEA
COc1cc(C2C(C(C)=O)=C(O)C(=O)N2CCc2ccc(OC)c(OC)c2)ccc1O (stereo not drawn)	1.07	8.1	-27.5	-2.4	-0.169	5.0%	0.532	-3.0	0.9
COC(=O)NCC1(C)CC(NC(=O)OC)CC(C)(C)C1 (stereo not drawn)	1.01	-16.3	-6.8	11.0	0.721	2.0%	0.786	6.6	0.9
Cc1ccc(Cn2nnc3c(=O)n(CC(=O)OCc4ccccc4)cnc32)cc1	1.11	-8.6	-1.8	.	0.376	7.0%	0.581	3.1	.
CC1(C)NC(=O)N(CC(O)CN2C(=O)NC(C)(C)C2=O)C1=O	1.08	-11.4	-27.6	3.6	0.344	2.0%	0.0132	8.3	0.9
Cc1ccc2[nH]c(=O)c(CN(CC3CCCO3)C(=O)c3ccco3)cc2c1 (stereo not drawn)	1.57	-16.1	-2.7	-5.7	-0.546	1.0%	0.188	0.7	1
N#CCCn1ncc2ccccc21	1.08	1.1	-7.8	1.1	-0.0475	6.0%	-0.132	13.4	1
O=c1c(-c2ccc3c(c2)OCCO3)c(C(F)(F)F)oc2cc(O)cc(O)c12	1.07	-10.8	11.4	7.7	-0.363	4.0%	-0.861	-22.5	0.9
Cn1cnnc1SCC(=O)NC(=O)NC1CCCC1	1.14	-9.7	-4.2	1.9	-0.594	3.0%	0.0143	-5.8	0.9
CC1CCCCC12NC(=O)N(CC(=O)NCCc1ccccn1)C2=O (stereo not drawn)	1.05	6.4	-24.0	.	-1.03	3.0%	-0.665	15.2	0.9
Fc1ccc(Cn2nnnc2CN2CCc3ccccc3C2)cc1	0.98	9.9	36.6	4.3	-0.584	4.0%	0.168	-18.8	1
CCOC(=O)N1CCC(N2Cc3cccc(C(=O)NCc4ccc(OC)cc4)c3C2=O)CC1	1.09	-7.6	-11.8	3.6	.	7.0%	.	-3.0	1
CCNC(=O)CC1C(=O)N(c2ccccc2)C(=O)N1Cc1ccc(OC)cc1 (stereo not drawn)	1.04	2.0	-13.0	-6.3	-0.762	2.0%	0.123	17.1	1
COc1ccc(CCNC(=O)c2cnn3ccccc23)c(OC)c1OC	1.11	-1.9	1.8	3.0	-0.317	5.0%	-0.475	14.2	0.9
O=C(c1cccc(C(F)(F)F)c1)N1CCCCCC1	1.06	1.4	-3.2	5.7	0.393	4.0%	0.353	10.0	0.9
Cc1[nH]nc2c1C(c1ccc(F)cc1)C(C#N)=C(N)O2 (stereo not drawn)	1.06	3.1	-12.6	5.2	0.339	0.0%	-0.373	-7.0	0.9
CCOC(=O)c1ccc(N2C(=O)C3CC=C(C)CC3C2=O)cc1 (stereo not drawn)	0.88	-9.7	-3.7	1.7	-0.761	2.0%	0.127	-6.6	1
Cc1nc(NCCO)c(C#N)c2c1COC(C)(C)C2	1.98	-12.5	15.9	-0.9	0.1	2.0%[fluoresces]	0.196	0.9	0.9
O=C(CSc1nnnn1C1CCCC1)c1ccc2c(c1)OCCO2	1.09	1.3	24.5	-3.7	-0.339	2.0%	-0.221	-3.6	0.9
COc1ccc(NC2=C(C(C)=O)C(c3ccc4c(c3)OCO4)C(C(C)=O)C(C)(O)C2)cc1 (stereo not drawn)	1.07	-13.8	6.5	5.4	.	8.0%	.	10.7	0.9
CCCN1C(=O)CC(c2ccco2)Sc2ccccc21 (stereo not drawn)	1.11	32.3	13.0	4.8	0.273	1.0%	-1.75	-5.5	1
O=S(=O)(Nc1ccccc1Cl)c1ccc(F)cc1	1.11	-11.0	-1.2	4.3	0.794	7.0%	-0.407	-6.8	0.9
COc1cccc(CN2C(=O)CN(C3CCCCC3)C(=O)C2c2ccc(F)cc2)c1 (stereo not drawn)	1.03	-7.5	5.4	9.9	-0.0542	8.0%	-0.426	-5.4	0.9
O=C(Nc1ccccc1N1CCCCC1)c1cccs1	1.14	-9.0	99.7*	-0.4	0.0867	0.0%	0.0295	-13.6	1
COc1ccc(-n2c(=O)c3c4c(sc3n(CC(=O)NCc3ccco3)c2=O)CCC4)c(OC)c1	1.08	-14.1	17.6	-1.6	-1.31	22.0%	-0.321	-5.7	1
COc1ccc(C2(O)CC3CCC(C2)N3c2nc(C)cc(C)c2C#N)cc1 (stereo not drawn)	2.8*	-0.5	85.0*	3.2	0.51	3.0%	-0.0388	-14.7	0.9
Cn1c(SCC(=O)Nc2cccc(O)c2)nnc1-c1ccc(S(=O)(=O)N2CCOCC2)cc1	1.11	31.4	-9.5	0.2	0.381	2.0%	0.777	0.4	0.9
COc1ccc(NC(=O)C2CCCN2S(=O)(=O)c2ccc(F)cc2)cc1 (stereo not drawn)	1.07	-17.5	-3.4	6.5	-0.535	0.0%	-0.22	2.0	1
COc1ccccc1CNC(=O)c1ccc(NS(=O)(=O)c2c(C)noc2C)cc1	1.2	-3.4	-11.6	1.3	-0.216	4.0%	-0.245	6.7	0.9
Cc1nc(CNS(=O)(=O)c2ccc(Oc3ccccc3)cc2)cs1	1.08	-19.9	10.6	.	3.97*	7.0%	-1.94	0.3	.
Cc1csc(-c2cnn(-c3ccccc3)c2NC(=O)c2ccccc2)n1	1.15	1.1	6.9	2.7	0.734	4.0%	-0.427	11.3	0.9
O=C(O)C1CCCCC1C(=O)Nc1ccccn1 (stereo not drawn)	1.03	13.7	-15.0	6.5	-0.0229	2.0%	0.927	-5.9	0.8
Cc1ccc([C@@H]2C3COCC=C3C(C#N)=C(N)C2(C#N)C#N)o1 (stereo partly drawn)	1.49	-18.0	-1.6	7.7	0.869	10.0%	-0.00701	-7.2	0.9
CCOC(=O)C1CCN(c2c(Nc3ccc4c(c3)OCCO4)c(=O)c2=O)CC1	0.99	3.3	10.1	-11.2	0.445	5.0%	-0.566	12.1	0.9
CCOC(=O)C1CCN(C(=O)COc2ccc(N(C)S(=O)(=O)c3cccs3)cc2)CC1	1.06	-1.5	10.8	8.8	-0.73	2.0%	0.805	3.7	0.9
O=C(CSCc1nc2ccccc2[nH]1)N1CCN(c2ccc(F)cc2)CC1	1.18	-21.5	26.0	2.9	1.13	4.0%	0.741	9.1	0.9
CC(C)COCC1CC2(CC(C)C(=O)CC2=O)C(=O)O1 (stereo not drawn)	1.07	0.1	-16.5	3.3	-1.11	5.0%	0.183	-15.1	0.9
CCCn1c(N)c(C(=O)CSc2nc3ccccc3n2CCC#N)c(=O)n(C)c1=O	1.1	12.1	-8.5	7.8	-0.793	1.0%	-0.513	21.1	0.9
Cc1ccc(C(=O)c2cc3c(cc2N)OCCO3)cc1	1.07	1.1	13.0	5.6	0.37	9.0%	0.00589	-2.7	0.9
O=C(Nc1ccccc1C(F)(F)F)c1cc(-c2ccc(O)cc2)on1	1.12	44.9	13.7	6.8	-0.714	3.0%	0.492	64.4*	0.9
Nn1c(Cc2cccc3ccccc23)nnc1SC1CCOC1=O (stereo not drawn)	0.96	5.5	-13.0	7.6	-0.14	7.0%	0.0307	4.4	1
O=C(CCS(=O)(=O)c1cc(Br)cc2c1N(C(=O)C1CC1)CC2)NCc1ccco1	1.1	5.7	-7.6	5.6	0.337	3.0%	-0.323	-10.0	1
NC(=O)C1CCCN(C(=O)c2ccc(Cl)cc2)C1 (stereo not drawn)	1.12	-27.7	-13.4	4.8	0.257	2.0%	-0.949	-2.2	0.9
CCOc1ccccc1NC(=O)CSc1nccn1-c1ccccc1	1.1	14.0	33.7	-2.6	0.193	4.0%	0.438	9.4	1
O=C(NCc1ccccn1)c1cnc2sccn2c1=O	2.7*	-6.0	-31.4	3.2	-0.0438	16.0%	0.498	2.4	0.9
Cc1cc(OCC(=O)NCCCN(C)C)cc(C)c1Br	1.1	-2.0	6.0	4.6	-1.31	3.0%	0.174	-18.9	1
CCOC(=O)c1cccc(Nc2nc(C)cc(C)n2)c1	1.24	24.6	-10.3	3.3	0.127	9.0%	-1.33	28.7	0.9
O=C(CN1C(=O)COc2ccccc21)N(Cc1cccnc1)Cc1cccc(F)c1	1.07	-3.8	-10.5	-8.0	1.13	5.0%	-0.0802	6.3	0.9
Cn1c(SCc2ccccn2)nnc1-c1ccncc1	1.13	-0.9	-11.4	1.0	-0.172	3.0%	0.0793	-5.2	0.9
Cn1c(=O)c2c(nc(N3CCN(Cc4ccccc4)CC3)n2CCSc2ncccn2)n(C)c1=O	1.07	27.1	-11.2	9.3	-0.389	4.0%	1.2	-3.3	0.9
Cc1cc(OCCCCCNCCO)ccc1Cl	1.14	.	4.2	-2.0	-2.17	1.0%	0.00619	.	0.9
COC(=O)c1cc(Cl)c(NC(=O)c2ccco2)cc1OC	1.04	-19.1	12.2	-5.9	-0.0131	6.0%	0.0739	-3.0	0.9
CCCOc1ccc(Cc2nn[nH]n2)cc1	1.05	-6.0	4.7	12.0	0.88	1.0%	0.983	-5.9	0.9
COc1ccc(N(CC(=O)NC(C)(C)C)C(=O)c2ccco2)cc1	1.07	-11.9	2.6	2.2	3.36*	1.0%	0.549	-9.1	1
COc1ccc(NC(=O)Nc2ccc3c(c2)N(C)C(=O)CS3)cc1OC	1.1	10.2	13.6	7.3	3.11*	4.0%	-1.52	-6.7	1
Cn1ncc(C#N)c1NC(=O)C1CC(c2c(F)cccc2Cl)=NO1 (stereo not drawn)	1.14	18.9	-6.8	3.1	0.456	6.0%	-0.000742	20.9	0.9
Cc1ccc(C)c(C(=O)NCc2ccncc2)c1	1.13	-11.6	0.5	9.4	1.36	2.0%	-0.182	-5.3	0.9
Cc1cc(NC(=O)c2noc3c2CCCC3)n(-c2ccccc2)n1	1	8.2	8.3	1.0	0.228	5.0%	0.326	-11.3	0.9
COc1ccc(C(=O)N(Cc2ccco2)Cc2cc3cc(C)ccc3[nH]c2=O)cc1OC	1.72	34.4	-0.7	8.6	2.52	6.0%	0.112	-2.6	0.9
O=C(Oc1ccc2c(c1)OCO2)c1cccs1	1.06	-12.3	-14.2	-0.8	0.803	6.0%	-0.725	-3.2	1
Cc1ccccc1N(CC(=O)NCCSCc1ccco1)S(C)(=O)=O	1.16	-5.0	-3.9	-1.7	-0.74	8.0%	1.13	-11.6	1
Cc1occc1-c1nnc(SCC(=O)Nc2nccs2)n1Cc1ccco1	1.06	-10.9	1.1	6.2	0.608	5.0%	0.447	-10.4	0.9
